# TcdB GH inh = inhibitors of Clostridioides difficile toxin B glycohydrolase | TcdB glycohydrolase enzymatic assay, plate reader | inhibition, % at 9.99 µM | AID 652162 | P18177 | 350,000 compounds, 0.24% hits; in the data active = inhibition above about 10%
# Target sequence (P18177 whole entry, looked up): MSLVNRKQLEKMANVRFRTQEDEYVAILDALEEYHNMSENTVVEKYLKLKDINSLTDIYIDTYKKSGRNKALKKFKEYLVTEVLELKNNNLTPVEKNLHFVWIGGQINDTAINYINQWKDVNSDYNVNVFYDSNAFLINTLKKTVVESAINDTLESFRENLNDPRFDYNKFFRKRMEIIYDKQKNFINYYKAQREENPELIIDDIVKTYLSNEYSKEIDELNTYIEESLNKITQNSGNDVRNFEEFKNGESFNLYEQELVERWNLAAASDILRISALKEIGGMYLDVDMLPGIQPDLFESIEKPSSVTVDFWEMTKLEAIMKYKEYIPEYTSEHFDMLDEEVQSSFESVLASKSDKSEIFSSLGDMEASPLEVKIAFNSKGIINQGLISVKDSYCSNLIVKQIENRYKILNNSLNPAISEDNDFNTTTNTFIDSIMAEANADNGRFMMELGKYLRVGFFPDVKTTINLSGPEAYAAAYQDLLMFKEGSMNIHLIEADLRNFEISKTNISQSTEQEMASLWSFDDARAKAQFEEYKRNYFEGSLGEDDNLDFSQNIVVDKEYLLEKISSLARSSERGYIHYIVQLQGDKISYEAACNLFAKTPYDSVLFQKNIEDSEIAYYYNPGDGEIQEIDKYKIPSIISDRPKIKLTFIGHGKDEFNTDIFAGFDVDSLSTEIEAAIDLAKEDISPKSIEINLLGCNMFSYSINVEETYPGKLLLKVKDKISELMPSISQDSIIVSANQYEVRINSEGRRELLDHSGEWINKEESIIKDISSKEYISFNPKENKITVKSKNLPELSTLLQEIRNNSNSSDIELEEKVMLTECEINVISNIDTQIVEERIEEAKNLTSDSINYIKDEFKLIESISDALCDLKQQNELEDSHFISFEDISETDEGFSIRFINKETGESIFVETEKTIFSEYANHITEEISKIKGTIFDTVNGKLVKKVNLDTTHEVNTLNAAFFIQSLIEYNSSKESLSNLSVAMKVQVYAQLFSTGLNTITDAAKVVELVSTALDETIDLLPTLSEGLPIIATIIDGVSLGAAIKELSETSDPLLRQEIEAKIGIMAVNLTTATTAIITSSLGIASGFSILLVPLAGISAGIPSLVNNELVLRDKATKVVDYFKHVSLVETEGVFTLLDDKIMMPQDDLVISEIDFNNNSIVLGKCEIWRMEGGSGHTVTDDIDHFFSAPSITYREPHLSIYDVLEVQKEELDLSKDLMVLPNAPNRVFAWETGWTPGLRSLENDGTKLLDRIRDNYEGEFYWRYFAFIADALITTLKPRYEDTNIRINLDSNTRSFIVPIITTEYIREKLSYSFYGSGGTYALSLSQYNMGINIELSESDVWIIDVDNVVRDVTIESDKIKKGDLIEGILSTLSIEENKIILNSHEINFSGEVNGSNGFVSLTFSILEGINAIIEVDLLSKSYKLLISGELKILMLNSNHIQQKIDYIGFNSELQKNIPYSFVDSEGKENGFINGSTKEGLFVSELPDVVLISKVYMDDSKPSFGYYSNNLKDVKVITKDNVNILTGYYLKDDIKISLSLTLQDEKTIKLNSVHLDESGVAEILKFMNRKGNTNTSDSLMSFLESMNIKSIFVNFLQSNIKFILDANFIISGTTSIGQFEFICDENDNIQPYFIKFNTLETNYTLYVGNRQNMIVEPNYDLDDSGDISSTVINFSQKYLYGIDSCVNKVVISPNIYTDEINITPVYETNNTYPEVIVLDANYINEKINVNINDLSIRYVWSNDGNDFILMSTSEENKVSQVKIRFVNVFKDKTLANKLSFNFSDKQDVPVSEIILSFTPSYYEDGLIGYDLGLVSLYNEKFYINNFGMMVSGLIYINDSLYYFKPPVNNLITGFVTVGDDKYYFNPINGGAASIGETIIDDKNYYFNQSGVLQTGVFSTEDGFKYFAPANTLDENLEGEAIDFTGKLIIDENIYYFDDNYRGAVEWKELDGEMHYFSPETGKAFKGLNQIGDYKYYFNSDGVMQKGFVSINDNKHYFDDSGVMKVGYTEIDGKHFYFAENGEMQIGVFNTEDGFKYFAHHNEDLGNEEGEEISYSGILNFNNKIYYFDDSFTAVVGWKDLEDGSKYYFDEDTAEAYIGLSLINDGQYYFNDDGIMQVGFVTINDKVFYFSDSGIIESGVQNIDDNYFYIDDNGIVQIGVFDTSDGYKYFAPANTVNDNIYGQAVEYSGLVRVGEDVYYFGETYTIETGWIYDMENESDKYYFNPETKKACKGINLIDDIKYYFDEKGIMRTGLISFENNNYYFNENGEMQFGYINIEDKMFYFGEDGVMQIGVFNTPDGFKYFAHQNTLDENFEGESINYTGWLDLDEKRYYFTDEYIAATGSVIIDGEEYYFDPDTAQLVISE
# Mtb BioA inh = BioA (M. tuberculosis) enzyme inhibition; purified M. tuberculosis BioA enzyme, plate reader; inhibition, % at 9.99 µM; 360,000 compounds, 0.096% hits; AID 602481; in the data active = inhibition above about 40%
# * marks the source's active call; other numbers are inactive results. Only part of the results is shown. The share of hits here may be higher or lower than overall.
SMILES	TcdB GH inh	Mtb BioA inh
C[C@H]1CN([C@@H](C)CO)C(=O)Cc2cc(NC(=O)Cc3ccccc3)ccc2O[C@@H]1CN(C)C(=O)Nc1ccc(F)cc1	-0.8	-2.6
C[C@H]1CN([C@@H](C)CO)S(=O)(=O)c2ccc(C#Cc3ccc(F)cc3)cc2O[C@@H]1CN(C)C(=O)NC1CCCC1	-0.6	-0.1
O=C(C[C@@H]1CC[C@H]2[C@@H](COC[C@@H](O)CN2Cc2ccccc2)O1)N[C@@H]1CCN(Cc2ccccc2)C1	-6.1	-2.5
CO[C@@H]1CC[C@H]2CCN(C)C(=O)[C@H](C)N(C)C(=O)c3cccc(C#N)c3OC[C@@H]1O2	0.9	2.9
C[C@H](O)C#Cc1ccc2c(c1)O[C@@H](CN(C)C(=O)CC1CC1)[C@@H](C)CN([C@H](C)CO)S2(=O)=O	-0.3	-0.3
C[C@H](CO)N1C[C@H](C)[C@H](CN(C)C(=O)Nc2ccc(F)cc2)Oc2cc(-c3cccc(C(=O)N(C)C)c3)ccc2S1(=O)=O	-0.1	2.9
COc1ccccc1-c1cn(CC[C@@H]2CC[C@@H](NC(=O)C3CC3)[C@H](CO)O2)nn1	-1.1	3.6
O=C(C[C@@H]1C[C@@H]2c3cc(NC(=O)CC4CC4)ccc3O[C@@H]2[C@H](CO)O1)NCCc1ccccc1	-1.1	-0.9
COC(=O)C[C@@H]1C=C[C@H](NS(=O)(=O)c2ccccc2F)[C@@H](CO)O1	0.0	1.5
CCCNC(=O)N1C[C@H](O)COC[C@@H]2O[C@H](CC(=O)NCc3ccncn3)CC[C@H]21	0.2	-1.9
O=C(C[C@H]1CC[C@H]2[C@@H](COC[C@@H](O)CN2C(=O)Nc2ccc(C(F)(F)F)cc2)O1)NC1Cc2ccccc2C1	2.1	1.6
C[C@@H]1CN([C@H](C)CO)C(=O)c2cc(C#CCN(C)C)cnc2O[C@H]1CN(C)C(=O)CCN1CCCCC1	0.0	-3.5
O=C(Cc1ccccc1)N[C@@H]1C=C[C@@H](CC(=O)N2CCCCC2)O[C@@H]1CO	-0.7	-2.5
C[C@@H]1CN([C@H](C)CO)C(=O)c2c(c3ccccc3n2C)-c2ccccc2CO[C@@H]1CN(C)S(=O)(=O)c1ccccc1	-1.4	-1.1
COCCNC(=O)C[C@H]1C[C@@H]2c3cc(NC(=O)Nc4ccc(C(F)(F)F)cc4)ccc3O[C@@H]2[C@@H](CO)O1	1.6	3.7

# A second format for part of the listing above:
SMILES: C[C@@H]1CN([C@H](C)CO)C(=O)c2cc(C#CCN(C)C)cnc2O[C@H]1CN(C)C(=O)CCN1CCCCC1
  TcdB GH inh = 0.0	Mtb BioA inh = -3.5

SMILES: O=C(Cc1ccccc1)N[C@@H]1C=C[C@@H](CC(=O)N2CCCCC2)O[C@@H]1CO
  TcdB GH inh = -0.7	Mtb BioA inh = -2.5

SMILES: C[C@@H]1CN([C@H](C)CO)C(=O)c2c(c3ccccc3n2C)-c2ccccc2CO[C@@H]1CN(C)S(=O)(=O)c1ccccc1
  TcdB GH inh = -1.4	Mtb BioA inh = -1.1

SMILES: COCCNC(=O)C[C@H]1C[C@@H]2c3cc(NC(=O)Nc4ccc(C(F)(F)F)cc4)ccc3O[C@@H]2[C@@H](CO)O1
  TcdB GH inh = 1.6	Mtb BioA inh = 3.7

# Next structures follow:
SMILES	TcdB GH inh	Mtb BioA inh
COc1ccc(CN(C)C[C@@H]2Oc3ccc(NC(=O)C4CC4)cc3C(=O)N([C@@H](C)CO)C[C@H]2C)cc1	0.3	0.1
C[C@@H]1CN([C@@H](C)CO)C(=O)c2cc(C#Cc3ccccc3)cnc2O[C@@H]1CN(C)CC1CCOCC1	0.7	-2.1
C[C@H]1CN([C@@H](C)CO)C(=O)c2cc(C#CC(C)(C)O)cnc2O[C@@H]1CN(C)Cc1ccccn1	0.2	0.9
C[C@@H]1CN([C@@H](C)CO)C(=O)c2cccc(NS(C)(=O)=O)c2O[C@@H]1CN(C)CC1CCCCC1	0.2	-0.4
CO[C@@H](C(=O)N(C)C[C@H]1OCc2ccccc2-c2c(n(C)c3ccccc23)C(=O)N([C@@H](C)CO)C[C@@H]1C)c1ccccc1	-2.3	1.4
CO[C@H]1CN(C)C(=O)c2ccc(NS(C)(=O)=O)cc2OC[C@H](C)N(C(=O)C2CCC2)C[C@@H]1C	0.5	-2.9
C[C@H]1CN([C@@H](C)CO)C(=O)c2cccc(NS(=O)(=O)c3ccccc3)c2O[C@H]1CN(C)C(=O)NC1CCCCC1	-0.4	-0.6
C[C@H]1CN([C@@H](C)CO)S(=O)(=O)c2ccc(/C=C/c3ccccc3)cc2O[C@@H]1CN(C)C(=O)c1cccnc1	3.2	1.5
C[C@@H]1CN([C@@H](C)CO)C(=O)c2cc(NS(=O)(=O)c3cn(C)cn3)ccc2O[C@@H](C)CCCCO[C@H]1CN(C)Cc1ccncc1	0.2	-2.2
C[C@@H]1CN([C@H](C)CO)C(=O)c2cccc(NC(=O)c3ccc(-c4nccs4)cc3)c2O[C@H]1CN(C)S(=O)(=O)c1cccs1	0.9	-1.9
O=C(Cc1ccccn1)NCC[C@@H]1CC[C@@H](NS(=O)(=O)c2ccc(Cl)cc2)[C@@H](CO)O1	-0.3	-0.4
C[C@H](CO)N1C[C@H](C)[C@H](CN(C)Cc2ccncc2)Oc2ccc(NC(=O)C3CC3)cc2C1=O	0.0	-1.2
COC(=O)CCCCCCC(=O)Nc1ccc(C2OC(CSc3ccccn3)CC(c3ccccc3)O2)cc1 (centres undefined)	-1.0	-1.7
CC(C)NC(=O)N[C@@H]1C=C[C@@H](CC(=O)NCc2ccc(Oc3ccccc3)cc2)O[C@H]1CO	0.2	0.1
CO[C@H]1CN(C)C(=O)c2cc(NC(C)=O)ccc2OC[C@@H](C)N(C(=O)CN2CCOCC2)C[C@H]1C	0.8	-1.0
CCCN1[C@@H]2Cn3c(ccc(-c4ccccc4)c3=O)[C@H]1[C@@H](C(=O)NCC)[C@@H]2CO	-1.0	0.3
C[C@@H]1CN([C@H](C)CO)C(=O)c2cc(C#C[C@@H](C)O)cnc2O[C@@H]1CN(C)C(=O)c1ccccc1F	1.8	0.7
COc1ccc(NC(=O)Nc2cccc3c2O[C@@H](CN(C)C(=O)NC2CCCCC2)[C@@H](C)CN([C@@H](C)CO)C3=O)cc1	0.9	1.4
C[C@H](CO)N1C[C@H](C)[C@H](CN(C)C(=O)Nc2ccccc2)Oc2c(NC(=O)C3CCCCC3)cccc2C1=O	1.2	-1.0
Cc1ccc(S(=O)(=O)N[C@@H]2CC[C@H](CCn3cc(-c4ccccc4F)nn3)O[C@H]2CO)cc1	-0.4	1.0
COc1ccccc1CN1C(=O)c2ccccc2[C@@H](C(=O)NCc2ccccc2)[C@@H]1c1ccc(CO)cc1	1.2	-2.5
C[C@H](O)C#Cc1cnc2c(c1)C(=O)N([C@@H](C)CO)C[C@H](C)[C@H](CN(C)Cc1cncnc1)O2	-0.4	-2.1
CN(C)C(=O)c1cccc(-c2ccc([C@H]3[C@H]4CN(C(=O)C5CCCC5)CCCCN4[C@H]3CO)cc2)c1	-1.4	-5.2
CC(=O)N(C)C[C@H]1[C@@H](c2ccc(-c3ccc(F)cc3)cc2)[C@@H](CO)N1C(C)=O	-0.7	-1.2
C[C@@H](O)C#Cc1ccc2c(c1)O[C@H](CN(C)C(=O)C1CC1)[C@@H](C)CN([C@@H](C)CO)S2(=O)=O	0.0	-1.6
C[C@@H]1CN([C@@H](C)CO)C(=O)c2cc(NS(=O)(=O)c3cccs3)ccc2O[C@@H](C)CCCCO[C@H]1CN(C)CC1CCCCC1	0.4	0.9
CCNC(=O)C[C@@H]1CC[C@H]2[C@H](COc3ccc(NC(=O)Nc4cccc(C)c4)cc3C(=O)N2C)O1	-0.8	0.5
COCC(=O)NC[C@H]1[C@@H](c2ccccc2)[C@@H](CO)N1C(C)=O	-0.1	2.9
COc1ccc(S(=O)(=O)Nc2ccc3c(c2)CC(=O)N([C@H](C)CO)C[C@H](C)[C@@H](CN(C)CC2CCCCC2)O3)cc1	-0.4	7.6
O=C(C[C@H]1C=C[C@H](NC(=O)Cc2ccccn2)[C@@H](CO)O1)NCCc1ccncc1	0.2	0.5
CCCN(C)C[C@@H]1Oc2ncc(-c3cccc(C(=O)N(C)C)c3)cc2C(=O)N([C@H](C)CO)C[C@@H]1C	-0.5	-0.9
CC(C)CC#Cc1cnc2c(c1)C(=O)N([C@@H](C)CO)C[C@@H](C)[C@@H](CN(C)Cc1ccccc1)O2	0.6	0.9
O=C(C[C@@H]1CC[C@@H]2[C@H](COC[C@H](O)CN2S(=O)(=O)c2ccc(F)cc2)O1)N[C@H]1CCN(Cc2ccccc2)C1	0.5	0.3
C[C@H]1CN([C@@H](C)CO)C(=O)c2cccc(NC(=O)C3CC3)c2O[C@H]1CN(C)C(=O)Nc1ccc(F)cc1	-0.1	0.9
CCCNC(=O)NC[C@@H]1[C@H](c2ccc(C3=CCCC3)cc2)[C@H](CO)N1C(=O)CC	-12.9	-11.7
C[C@H]1CCCCO[C@H](CN(C)C)[C@@H](C)CN([C@@H](C)CO)C(=O)c2cc(NC(=O)Nc3ccc(C(F)(F)F)cc3)ccc2O1	0.9	3.5
Cc1noc(C)c1S(=O)(=O)Nc1ccc2c(c1)C(=O)N([C@H](C)CO)C[C@@H](C)[C@@H](CN(C)Cc1ccc(Oc3ccccc3)cc1)O2	-1.6	0.3
C[C@@H]1CN([C@H](C)CO)C(=O)c2cccc(NC(=O)c3ccncc3)c2O[C@@H]1CN(C)S(=O)(=O)c1ccc(F)cc1	0.7	-0.3
CN1C(=O)c2cc(NC(=O)c3ccccc3)ccc2OC[C@H]2O[C@H](CC(=O)NCC3CC3)CC[C@H]21	-0.2	6.2
O=C(C[C@@H]1CC[C@@H]2[C@H](COC[C@H](O)CN2C(=O)Nc2ccc(Cl)c(Cl)c2)O1)NCc1ccc(Cl)c(Cl)c1	-0.1	-1.9
O=S(=O)(Cc1ccccc1)N1CCCCN2[C@H](C1)[C@H](c1ccc(C#Cc3ccccc3)cc1)[C@@H]2CO	-0.3	0.0
CCC(=O)N(C)C[C@@H]1Oc2cc(C#Cc3ccncc3)ccc2S(=O)(=O)N([C@@H](C)CO)C[C@@H]1C	-0.8	-3.7
O=C(C[C@@H]1CC[C@H](NC(=O)c2ccccn2)[C@@H](CO)O1)NCc1cccc(F)c1	0.1	-1.8
CO[C@@H]1CN(C)C(=O)c2cc(NC(C)=O)ccc2OC[C@@H](C)N(CCC(F)(F)F)C[C@H]1C	-0.8	-2.9
Cc1ccc(S(=O)(=O)N(C)C[C@@H]2OCCCC[C@@H](C)Oc3ccc(NS(C)(=O)=O)cc3C(=O)N([C@H](C)CO)C[C@@H]2C)cc1	0.3	-0.1
C[C@@H]1CN([C@@H](C)CO)C(=O)c2cccc(NC(=O)c3ccncc3)c2O[C@H]1CN(C)Cc1ccccc1	-0.8	0.0
C[C@@H]1CN([C@@H](C)CO)C(=O)c2cc(NS(=O)(=O)c3ccccc3)ccc2O[C@@H](C)CCCCO[C@@H]1CN(C)Cc1ccccc1	1.4	1.6
C[C@@H]1CN([C@@H](C)CO)C(=O)c2cccc(NC(=O)Nc3ccc4c(c3)OCO4)c2O[C@@H]1CN(C)C(=O)Nc1ccc(C(F)(F)F)cc1	-0.7	-2.8
Cc1ccc(S(=O)(=O)N(C)C[C@@H]2OCCCC[C@H](C)Oc3ccc(NS(=O)(=O)c4ccc(Cl)cc4)cc3C(=O)N([C@H](C)CO)C[C@H]2C)cc1	-0.5	-0.3
CN(C)C(=O)C[C@H]1CC[C@H]2[C@@H](COC[C@@H](O)CN2S(=O)(=O)c2ccccc2)O1	0.5	-0.1
C[C@@H]1CCCCO[C@@H](CN(C)S(=O)(=O)c2ccc(Cl)cc2)[C@H](C)CN([C@H](C)CO)C(=O)c2cc(NC(=O)Cc3ccccc3)ccc2O1	0.3	-2.5
Cc1ccc(S(=O)(=O)N(C)C[C@H]2Oc3c(NS(C)(=O)=O)cccc3C(=O)N([C@@H](C)CO)C[C@H]2C)cc1	0.8	-0.5
C[C@H]1CCCCO[C@H](CN(C)C(=O)Nc2ccc3c(c2)OCO3)[C@@H](C)CN([C@@H](C)CO)C(=O)c2cc(NS(=O)(=O)c3cccs3)ccc2O1	1.0	0.0
C[C@@H]1CN([C@@H](C)CO)S(=O)(=O)c2ccc(C#CC3CC3)cc2O[C@@H]1CN(C)C(=O)C1CC1	-0.4	1.2
C[C@@H]1CN([C@H](C)CO)C(=O)Cc2cc(NC(=O)Nc3ccc(F)cc3)ccc2O[C@@H]1CN(C)CC1CCCCC1	1.6	-1.0
C[C@@H]1CN([C@H](C)CO)C(=O)Cc2cc(NC(=O)CCC(F)(F)F)ccc2O[C@H]1CN(C)S(C)(=O)=O	-0.2	-1.0
C[C@H](CO)N1C[C@H](C)[C@H](CN(C)S(=O)(=O)c2ccc(C#N)cc2)Oc2ncc(-c3ccc(F)cc3)cc2C1=O	0.0	1.6
COc1cccc(NC(=O)N[C@@H]2C=C[C@@H](CC(=O)N3CCCCC3)O[C@H]2CO)c1	-1.6	3.0
Cc1noc(C)c1NC(=O)N(C)C[C@H]1OCCCC[C@H](C)Oc2ccc(NC(=O)C3CCCCC3)cc2C(=O)N([C@@H](C)CO)C[C@H]1C	-0.9	1.4

# Screens: PubChem, Broad Institute
